Assay outcomes (PubChem)
TEAD-YAP block: TEAD-YAP interaction inhibition; HEK-TIYL cells, TEAD-Gal4/YAP UAS-luciferase luminescence; inhibition, % at 9.12 µM; 1.4% of 640,000 active; in the data active means inhibition above about 32%;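 further: 0% = median of test compound wells and 100% = reference inhibitor wells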
MITF primary: human MITF inhibition, primary screen; O75030; AlphaScreen MITF homodimerization, bead proximity signal; inhibition, % at 2.6 µM; 0.91% of 650,000 active; AID 1259374; in the data active means inhibition above about 50%;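 further: 0% = vehicle wells with protein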
GPR151 activ: activates the human receptor GPR151 | Q8TDV0 | PathHunter beta-arrestin GPR151 cells, luminescence | activation, % at 11.2 µM | 1% of 650,000 active | AID 1508602; in the data active means activation above about 4.9%;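 further: 0% = median of compound wells and 100% = cells with positive control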
Target sequence (Q8TDV0 whole entry, looked up): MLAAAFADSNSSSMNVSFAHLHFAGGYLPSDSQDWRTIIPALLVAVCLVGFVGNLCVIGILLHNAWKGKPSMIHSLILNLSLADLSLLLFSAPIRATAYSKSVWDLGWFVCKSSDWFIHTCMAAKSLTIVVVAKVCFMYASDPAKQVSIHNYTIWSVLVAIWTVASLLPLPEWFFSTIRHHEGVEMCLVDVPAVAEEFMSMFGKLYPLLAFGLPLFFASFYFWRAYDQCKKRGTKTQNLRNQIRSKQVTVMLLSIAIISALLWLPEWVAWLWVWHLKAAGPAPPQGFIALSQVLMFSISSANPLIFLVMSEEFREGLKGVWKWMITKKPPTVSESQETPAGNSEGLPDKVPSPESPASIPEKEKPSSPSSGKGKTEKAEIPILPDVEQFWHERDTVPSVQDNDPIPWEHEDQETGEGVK
FBW7 act: activators of human E3 ligase FBW7 | AlphaScreen FBW7–phospho-cyclin E peptide binding, activator screen | AID 1259310 | 0.13% of 650,000 active | Q969H0 | normalized activity (activation), % at 26.1 µM; in the data active means normalized activity above about 1.9%;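 further: purified mutant Fbw7 with reduced substrate affinity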
Target sequence (Q969H0 whole entry, looked up): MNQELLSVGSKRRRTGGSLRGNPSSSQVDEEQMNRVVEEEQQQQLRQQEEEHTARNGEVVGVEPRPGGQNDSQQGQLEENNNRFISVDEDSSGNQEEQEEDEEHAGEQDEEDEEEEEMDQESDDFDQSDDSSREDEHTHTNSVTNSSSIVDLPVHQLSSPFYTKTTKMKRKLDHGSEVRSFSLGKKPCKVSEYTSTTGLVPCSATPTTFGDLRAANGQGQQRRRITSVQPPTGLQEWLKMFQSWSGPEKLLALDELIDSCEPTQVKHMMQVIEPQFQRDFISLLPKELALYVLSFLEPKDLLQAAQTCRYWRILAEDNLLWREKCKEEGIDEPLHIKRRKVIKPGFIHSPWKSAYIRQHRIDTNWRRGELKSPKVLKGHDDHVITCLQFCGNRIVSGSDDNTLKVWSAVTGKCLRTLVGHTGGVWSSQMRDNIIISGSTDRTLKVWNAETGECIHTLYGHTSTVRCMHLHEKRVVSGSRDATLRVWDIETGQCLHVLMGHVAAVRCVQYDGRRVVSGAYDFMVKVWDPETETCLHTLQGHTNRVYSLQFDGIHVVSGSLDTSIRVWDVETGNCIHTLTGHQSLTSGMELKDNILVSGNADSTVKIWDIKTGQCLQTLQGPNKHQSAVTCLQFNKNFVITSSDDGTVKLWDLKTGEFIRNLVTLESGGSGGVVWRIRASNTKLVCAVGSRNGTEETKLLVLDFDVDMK
* = called active by the depositor.

SMILES | TEAD-YAP block | MITF primary | GPR151 activ | FBW7 act
Cc1ccccc1C1(CC(=O)N2CCOCC2)CC(=O)N(Cc2cccnc2)C1=O (stereo not drawn) | -3 | 11 | -0.1 | 0.0
CC(=O)n1ncc2c([N+](=O)[O-])cc([N+](=O)[O-])cc21 | -1 | -2 | 0.1 | -0.1
CCN1c2ncccc2C(=O)NC12CCN(C(=O)C(C)Cn1nc(C)cc1C)CC2 (stereo not drawn) | -13 | 15 | 0.1 | 0.1
COc1ccc(-c2cnc3[nH]c(=O)n(CCN4CCOCC4)c3n2)c(OC)c1OC | -6 | 21 | -0.4 | 0.4
Fc1ccc(-n2cc(-c3ccccc3)c3c(SCc4c(F)cccc4Cl)ncnc32)cc1 | -5 | -4 | 1.0 | -0.2
CC(=O)N(c1cccc(C)c1)C1C=CS(=O)(=O)C1 (stereo not drawn) | 5 | 0 | -0.1 | -0.1
COc1cc(C(N)CC(=O)O)ccc1OCc1cnc(Cl)s1 (stereo not drawn) | 6 | 9 | 0.4 | 0.0
CCOc1ccccc1N1CCN(C(=S)NCCN(C)C)CC1 | -5 | -14 | 2.1 | -0.3
COc1ccc(-n2nnc(C(C)=O)c2NCc2ccco2)cc1 | -50 | 3 | -0.3 | 0.0
COCCNC(=O)Cn1cc(/C=C(\C#N)C(=O)Nc2ccc(C)c(C)c2)c2ccccc21 | 0 | 19 | -0.3 | 0.8
O=C1CCCN1CCn1cnc2c(Nc3ccccc3)nc(NCCN3CCOCC3)nc21 | -4 | 0 | 0.6 | 0.2
CCc1ccccc1NC(=O)CSC1=C(C#N)C(c2ccccc2Cl)C(C(=O)OCCOC)=C(C)N1 (stereo not drawn) | -1 | 3 | 1.2 | -0.2
CC(C)c1ccc(C2(O)C(=O)Nc3cc(Br)ccc32)c(O)c1 (stereo not drawn) | 7 | 20 | -0.9 | 0.2
Cc1cc(C)c(NC(=O)CCCOC(=O)c2cc[n+]([O-])cc2)c(C)c1 | 1 | 3 | 1.8 | 0.0
CCOC(=O)N1CCN(C(=O)c2ccc3c(c2)NC(=O)C(CSCc2cc(C)ccc2C)N3)CC1 (stereo not drawn) | 3 | 5 | 3.6 | 0.1
CN1CC2([N+](=O)[O-])C=C(Oc3ccc(F)cc3)CC([N+](=O)[O-])(C1)C2 (stereo not drawn) | 2 | 13 | 0.9 | 0.1
CC(C)n1c(=S)[nH]c2cc(S(C)(=O)=O)ccc21 | 4 | -5 | 2.2 | -0.1
CC(=O)NCCNC(=O)c1cc2ccccc2cc1O | 1 | 8 | 0.1 | 0.2
Cc1[nH]nc(SCC(=O)NCc2ccc(Cl)cc2)c1[N+](=O)[O-] | -4 | -1 | 0.2 | 0.0
CC(C)CCNC(=O)CN(Cc1ccco1)C(=O)c1snc(C(N)=O)c1N | -6 | 4 | -0.2 | -0.1
CCOC(=O)c1csc(NC(=O)c2cc(Cl)ccc2[N+](=O)[O-])n1 | 6 | 18 | 0.8 | 0.1
CSc1nccc(-c2cc(F)cc3c2OC(CNC(=O)Cn2ccc(C)n2)C3)n1 (stereo not drawn) | 8 | 8 | 0.0 | 0.0
Oc1cccc(-c2nc3cnccn3c2Nc2ccc(Cl)cc2)c1 | 0 | -5 | 0.1 | 0.2
Cc1cc(C)cc(C(=O)NC(CC(C)C)c2nnc3n2CCN(Cc2cccnc2)CC3)c1 (stereo not drawn) | -2 | 11 | -1.0 | -0.1
Nc1c(-c2nc(-c3ccc(Br)cc3)cs2)c2ccccn2c1C(=O)c1ccccc1 | -1 | -10 | -1.2 | 0.0
COc1ccc(-c2noc(CCl)n2)c(OC)c1 | 6 | 7 | 0.3 | 0.8
CCOc1c(Br)cc(/C=N/NS(=O)(=O)c2ccc(C)cc2)cc1OC | 5 | 6 | 0.9 | -0.1
O=C(NNC(=O)C(O)(c1ccccc1)c1ccccc1)C(=O)c1c[nH]c2ccccc12 | 6 | -4 | -1.1 | 0.7
CC(C)CN1C(=O)C(=O)/C(=C(/O)c2ccccc2)C1c1ccccc1[N+](=O)[O-] (stereo not drawn) | 5 | 2 | 0.3 | -0.2
CCN(C(=O)c1cccs1)c1ccccc1 | 9 | 14 | 0.3 | 0.8
CC(Oc1ccc(C(C)(C)C)cc1)C(=O)Nc1ncn[nH]1 (stereo not drawn) | -5 | 10 | -0.3 | 0.1
CC(C)OCCCN1C(=O)CCC1CCNCc1cccc(F)c1 (stereo not drawn) | -6 | 3 | 0.2 | 0.3
CC(C)c1ccc(C2Oc3ccc(Br)cc3C3CC(c4ccc(Cl)cc4)=NN32)cc1 (stereo not drawn) | -10 | -4 | 3.6 | 0.2
Cc1[nH]nc2c1C(c1cc([N+](=O)[O-])cs1)C(C#N)=C(N)O2 (stereo not drawn) | 1 | -7 | 0.5 | -0.1
CCc1ccc(C2C(C#N)=C(N)Oc3n[nH]c(COC)c32)cc1 (stereo not drawn) | -10 | -2 | -0.6 | 0.0
CC1CCC(NC(=O)c2ccc(CNc3c(N4CCC(C)CC4)c(=O)c3=O)cc2)CC1 (stereo not drawn) | 3 | 12 | -1.0 | 0.2
O=C(NNC(=O)c1ccccc1O)c1cccc(Br)c1 | -31 | -5 | -3.5 | -0.3
COc1ccc(-c2noc(N(C)CC(=O)N3CCN(c4ccccc4F)CC3)n2)cc1 | -1 | 2 | 0.0 | 0.0
CC(C)N(C)Cc1nnnn1CC(=O)NCCc1ccccc1F | -3 | -4 | 1.7 | 0.0
CN(Cc1nc2ccccc2n1C)C(=O)c1ccc(Cl)cc1 | 5 | -12 | -0.2 | 0.1
Nc1cccc(C(=O)Nc2ccccc2)c1 | -29 | 1 | -1.3 | 0.1
COc1ccccc1CN1CCNC(=O)C1CC(=O)NCCSC (stereo not drawn) | 4 | 16 | 0.2 | 0.4
CC(=NCc1cccnc1)C1=C(O)c2ccccc2C1=O | -8 | -1 | -0.7 | 0.0
CCOC(=O)C(=C/C(Br)=C/N(C)C)C(=O)OCC | 11 | 10 | 3.1 | -0.1
COC(=O)C1=CN(Cc2ccc3c(c2)OCO3)C=C(C(=O)OC)C1c1cccs1 | -13 | -8 | 0.2 | 0.2

Single records, from the list above. Order of values: TEAD-YAP block	MITF primary	GPR151 activ	FBW7 act
Shown for `Nc1cccc(C(=O)Nc2ccccc2)c1` : -29	1	-1.3	0.1
Shown for `Nc1c(-c2nc(-c3ccc(Br)cc3)cs2)c2ccccn2c1C(=O)c1ccccc1` : -1	-10	-1.2	0.0

Remaining list, next part
SMILES | TEAD-YAP block | MITF primary | GPR151 activ | FBW7 act
COC(=O)c1cn(C(=O)CN2C(=O)c3ccccc3C2=O)c2ccccc12 | 0 | -3 | -0.2 | -0.1
Cn1c(=O)oc2cc(S(=O)(=O)NCCC(=O)Nc3ccc(F)c(Cl)c3)ccc21 | 4 | 7 | -1.5 | -0.2
CC1(C)C/C(=N/O)c2ccoc2C1 | -5 | 11 | 1.5 | -0.1
O=C1CC(=O)NC(SCC(=O)Nc2nc3ccccc3s2)=N1 | -4 | -1 | 1.5 | -0.5
CCOc1cc(NC(=S)N2CCC(C(N)=O)CC2)c(C(=O)OC)cc1OCC | 3 | 4 | 1.0 | 0.0
CCOC(=O)c1ccc(NC(=O)/C(C#N)=C/c2ccc(OC(C)C)c(OC)c2)cc1 | 1 | -11 | 0.5 | -0.1
COC(=O)CC1Oc2ccccc2N(Cc2ccccc2)C1=O (stereo not drawn) | -8 | -7 | 0.2 | 0.0
Cc1cccc(N2C(=O)c3ccc(C(=O)Oc4ccc([N+](=O)[O-])cc4)cc3C2=O)c1 | -4 | 7 | -4.9 | -0.1
Cc1cc(C(=O)COC(=O)c2cc(Cl)cc(Cl)c2)c(C)n1C | -8 | -1 | -1.2 | 0.0
CCOc1ccc2nc(SC3CC(=O)N(c4ccc(F)cc4F)C3=O)sc2c1 (stereo not drawn) | -37 | 23 | -0.2 | 0.9
O=C(CSc1ncn[nH]1)Nc1nnc(-c2ccccc2)s1 | -47 | 10 | -1.7 | 0.1
CCOc1ccccc1NC(=O)c1c(NC(=O)CC)sc2c1CCC(C(C)(C)C)C2 (stereo not drawn) | 0 | -9 | -0.6 | 0.1
O=c1[nH]c(C2COc3ccc(Cl)cc3C2)nc2ccc(-c3cn[nH]c3)cc12 (stereo not drawn) | 0 | 0 | 0.2 | 0.2
O=C(Nc1nn2c(-c3ccco3)nnc2s1)C1CCCCC1 | -7 | 16 | -0.7 | 0.7
CCSCCOC(=O)C1=C(C)NC2=C(C(=O)C(C(=O)OC)C(C)C2)C1c1cc(OC)c(O)c([N+](=O)[O-])c1 (stereo not drawn) | 5 | 2 | 0.2 | -0.2
COc1ccc(Br)cc1/C=N/n1c(-c2ccncc2)n[nH]c1=S | -1 | -1 | -0.4 | -0.1
COc1ccc(S(=O)(=O)N(CC(=O)Nc2ccccc2)c2ccc(C)cc2)cc1OC | 0 | 0 | 1.9 | -0.2
O=C(NCc1ccccc1)c1cnc(Nc2ccc(C(F)(F)F)cc2)s1 | -11 | 6 | 0.4 | 0.2
O=C1Nc2ccc(Br)cc2C12Nc1ccccc1CO2 (stereo not drawn) | 3 | 3 | -0.8 | -0.1
Cc1ccc(-n2ncc3c(=O)n(CC(=O)c4ccccc4F)cnc32)cc1 | -4 | -2 | -0.1 | -0.4
CCS(=O)(=O)N1CCN(Cc2ccccc2)CC1 | 9 | 30 | 0.2 | 0.0
Cn1c(-c2ccc3c(c2)OCO3)cnc1NCc1cc2c(cc1[N+](=O)[O-])OCO2 | 18 | 38 | -0.6 | 0.2
CCOC(=O)c1c(NC(=O)C(C)(C)C)sc2c1CC(C)(C)NC2(C)C | 2 | 1 | 0.0 | -0.1
C[n+]1cn(CC(O)COc2ccc(C(=O)O)cc2)c2ccccc21 (stereo not drawn) | -9 | -7 | 0.2 | -0.3
O=C1CCC(=O)N1Cc1ccc(F)cc1 | 4 | 4 | 4.2 | 0.1
CC(=O)Oc1ccc(NC(=O)Cc2ccccc2)cc1 | -18 | 12 | -5.7 | 0.2
COc1ccc(-n2c(SCC(N)=O)nnc2-c2ccoc2C)cc1 | -6 | 5 | 0.8 | -0.1
COc1ccccc1C(=O)NN1C(=O)C2C3C=CC(C4CC34)C2C1=O (stereo not drawn) | 3 | 4 | -1.0 | 0.0
CCc1cccc(NC(=O)C2CCCN(S(=O)(=O)c3cnc[nH]3)C2)c1 (stereo not drawn) | -3 | -6 | -0.7 | 0.2
CCCCc1ccc(NC(=O)CN(c2cc([N+](=O)[O-])ccc2OC)S(C)(=O)=O)cc1 | 6 | -2 | 0.3 | -0.1

An excerpt of these results, in markdown.
| Molecule | TEAD-YAP block | MITF primary | GPR151 activ | FBW7 act |
| --- | --- | --- | --- | --- |
| COc1ccc(Br)cc1/C=N/n1c(-c2ccncc2)n[nH]c1=S | -1 | -1 | -0.4 | -0.1 |
| COc1ccc(S(=O)(=O)N(CC(=O)Nc2ccccc2)c2ccc(C)cc2)cc1OC | 0 | 0 | 1.9 | -0.2 |
| O=C(NCc1ccccc1)c1cnc(Nc2ccc(C(F)(F)F)cc2)s1 | -11 | 6 | 0.4 | 0.2 |
| O=C1Nc2ccc(Br)cc2C12Nc1ccccc1CO2 (stereo not drawn) | 3 | 3 | -0.8 | -0.1 |
| Cc1ccc(-n2ncc3c(=O)n(CC(=O)c4ccccc4F)cnc32)cc1 | -4 | -2 | -0.1 | -0.4 |
| CCS(=O)(=O)N1CCN(Cc2ccccc2)CC1 | 9 | 30 | 0.2 | 0.0 |
| Cn1c(-c2ccc3c(c2)OCO3)cnc1NCc1cc2c(cc1[N+](=O)[O-])OCO2 | 18 | 38 | -0.6 | 0.2 |
| CCOC(=O)c1c(NC(=O)C(C)(C)C)sc2c1CC(C)(C)NC2(C)C | 2 | 1 | 0.0 | -0.1 |
| C[n+]1cn(CC(O)COc2ccc(C(=O)O)cc2)c2ccccc21 (stereo not drawn) | -9 | -7 | 0.2 | -0.3 |
| O=C1CCC(=O)N1Cc1ccc(F)cc1 | 4 | 4 | 4.2 | 0.1 |
| CC(=O)Oc1ccc(NC(=O)Cc2ccccc2)cc1 | -18 | 12 | -5.7 | 0.2 |
| COc1ccc(-n2c(SCC(N)=O)nnc2-c2ccoc2C)cc1 | -6 | 5 | 0.8 | -0.1 |

Other compounds follow.
SMILES | TEAD-YAP block | MITF primary | GPR151 activ | FBW7 act
CC(C)c1ccc([N+](=O)[O-])cc1S(=O)(=O)N1CCN(C)CC1 | -2 | 16 | -1.8 | 1.1
COc1ccc(C2N=C(c3ccc(C)cc3)CC(c3ccccc3O)N2)cc1Br (stereo not drawn) | -58 | -3 | -1.2 | -0.1
c1ccc2c(c1)CCN(Cc1ccc3c(c1)CN(C1CCOCC1)CCO3)C2 | -6 | 13 | -0.4 | 0.1
Cc1cc(C)n(CCC(=O)N2CCCC(CCC(=O)N(C)CCc3ccccn3)C2)n1 (stereo not drawn) | 6 | 2 | 1.8 | -0.1
CCOC(=O)c1ccccc1N(Cc1ccc(F)c(F)c1)S(C)(=O)=O | 5 | 12 | -1.0 | 0.0
CCc1nnc(NC(=O)CCNS(=O)(=O)c2ccc(NC(C)=O)cc2)s1 | 1 | 6 | 0.7 | 0.1
COc1ccccc1N1CCN(S(=O)(=O)c2cc(C)ccc2OC)CC1 | -9 | 12 | 0.6 | 0.2
O=C(c1cc([N+](=O)[O-])cc([N+](=O)[O-])c1)N1CCc2ccccc21 | 9 | 8 | 1.0 | -1.1
CC(=O)c1ccc(NC(=O)N2CCc3nc4ncc(C)cc4cc3C2)cc1 | -6 | 7 | 1.1 | -0.1
Cc1ncc(CO)c(/C=N/NC(=S)Nc2cccc(Cl)c2)c1O | 1 | 38 | 1.1 | -0.6
O=C1CCC([N+](=O)[O-])C(c2cccc([N+](=O)[O-])c2)N1 (stereo not drawn) | -3 | -18 | -0.7 | 0.1
CC1=C(C(=O)Nc2ccc(Cl)cc2)C(c2ccco2)C(C#N)=C(SCC(=O)Nc2cccc3ccccc23)N1 (stereo not drawn) | 4 | -13 | 0.1 | -0.1
Cc1ccc(-c2c(NCc3ccccc3Cl)c(=O)c2=O)cc1 | -3 | 7 | -2.8 | 0.0
